# mcGAS RapidFire: inhibitors of mouse cGAS; inhibition, % at 12.5 µM; 130,000 tested, 0.18% active; Q8C6L5; recombinant mouse cGAS, cGAMP by RapidFire MS;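 active = inhibition of cGAS enzyme activity at or above 60%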;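 also: enzyme stimulated by 45 bp dsDNA with ATP and GTP substrates; cGAMP share of summed cGAMP plus half ATP and half GTP signals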
# Target sequence (Q8C6L5 whole entry, looked up): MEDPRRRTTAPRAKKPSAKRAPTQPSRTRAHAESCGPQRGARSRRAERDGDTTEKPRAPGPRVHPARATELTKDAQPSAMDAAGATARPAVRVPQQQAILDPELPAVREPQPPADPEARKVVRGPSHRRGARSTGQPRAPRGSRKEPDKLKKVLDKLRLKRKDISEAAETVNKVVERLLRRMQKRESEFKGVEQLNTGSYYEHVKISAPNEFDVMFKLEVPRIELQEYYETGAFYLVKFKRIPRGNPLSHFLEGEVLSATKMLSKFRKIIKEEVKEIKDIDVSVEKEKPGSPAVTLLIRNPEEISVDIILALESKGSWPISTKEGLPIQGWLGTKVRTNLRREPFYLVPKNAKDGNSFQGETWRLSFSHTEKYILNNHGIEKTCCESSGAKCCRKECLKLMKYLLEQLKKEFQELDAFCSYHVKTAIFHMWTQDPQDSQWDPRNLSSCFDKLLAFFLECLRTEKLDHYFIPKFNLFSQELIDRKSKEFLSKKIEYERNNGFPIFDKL
# * marks the source's active call; other numbers are inactive results; & = joins results of further samples.
SMILES,mcGAS RapidFire
O=C(NCc1ccncc1)c1ccc(OC2CCN(Cc3ccoc3)CC2)cc1,-10
CN(CCCOc1ccc(Cl)cc1)C(=O)CNC(=O)c1ccccc1,-6
CN(Cc1csc(-c2ccccc2)n1)Cc1nccn1C,-22
CC(C)OCCCNC(=O)CC1CSc2nccc(=O)n21 (centres undefined),-7
CCc1nnc2n1N(C(C)=O)C(c1ccc(F)cc1)=C(C(C)=O)S2,3
Cc1ccc(NC(=O)CN(C)Cc2cc(F)cc3c2OCOC3)cc1,-8
O=C(O)c1nnn(-c2ccccc2)c1CSc1ncccn1,-5
Cc1ccc(CNC(=O)CCC2CCCN(C(=O)/C=C/c3ccccc3F)C2)o1 (centres undefined),0
Nc1cc2c(cc1Cl)OCCCO2,-6
O=C(OCc1nccn1C(F)F)c1ccc(N2CCCC2=O)cc1,-4
Cc1cc(Nc2nc(-c3ccc(Br)cc3)c(C)s2)n(C)n1,6
Cc1cc(C)c(S(=O)(=O)NCc2ccc3c(c2)OCO3)c(C)c1,4
Cc1ccc(NC(=O)c2cccnc2SCC(F)(F)F)c(Cl)c1,-4
CC(C)c1nn(-c2ccccc2)cc1CNCC(C)(C)N1CCN(C)CC1,0
Cc1ccncc1NC(=O)C(C)Oc1ccccc1Br (centres undefined),-1
Cc1ccc2[nH]c(CN(Cc3ccccn3)CC3CCCO3)nc2c1C (centres undefined),-15
CN(C(=O)c1cc2ccccc2c(=O)[nH]1)c1ccccc1,-4
O=C(CC(NCCC1=CCCCC1)C(=O)O)Nc1cc(Cl)ccc1Cl (centres undefined),-6
CN1CCN(C(=O)C2CCC(O)CC2)CC1C(=O)O (centres undefined),36
Cc1cc(C(=O)NCc2cccnc2Oc2cccc(C(F)(F)F)c2)n[nH]1,-34
C#CCOc1c(Cl)cc(CNC(C)c2cccs2)cc1OC (centres undefined),0
Cc1nn2cccnc2c1C(=O)N1CCCN(C(C)(C)C)CC1,-4
CCn1c(C2CCCNC2)nn(Cc2cc(=O)n3cc(C)sc3n2)c1=O (centres undefined),-6
Cn1cccc1Cc1nnc(SCC(=O)NO)n1-c1ccc(OC(F)(F)F)cc1,0
Cc1ccccc1-c1nnn(CC(=O)N2CC(C)OC(C)C2)n1 (centres undefined),-6
# Remaining list, next part:
SMILES,mcGAS RapidFire
CCOc1cccc(OCCCOc2ccc(Cl)cc2C)c1,-3
COCCN=c1scc(-c2ccco2)n1N=Cc1cc(Br)ccc1OC,-8
Cc1c(CN(C)Cc2cc(=O)c3ccccc3[nH]2)cnn1C,-8
CCOC(=O)N1CCC(NCCc2nnc(N)s2)CC1,-7
COc1cc(/C=C2/SC(=S)N(CC(=O)O)C2=O)cc(OC)c1O,0
CN(Cc1ncc[nH]1)C(=O)c1coc(CN2CCN(c3ccccc3F)CC2)n1,-12
O=c1c2cnc3nc(C(F)(F)F)nn3c2ccn1-c1ccc2c(c1)OCCO2,-3
CS(=O)(=O)N1CCC(C(=O)Nc2nc(-c3cc4ccccc4o3)cs2)CC1,12
Cc1ccc2nc(-c3ccc(N4C(=Nc5nc(C)cc(C)n5)NC(=O)CC4C(=O)O)cc3)sc2c1 (centres undefined),-5
COc1ccccc1C1=NNC(=Nc2cccc(S(=O)(=O)N(C)C)c2)SC1,2
Cc1noc(C)c1CSc1nnc(C)c(=O)[nH]1,12
Cc1cccn2c(CN[C@H]3CCCCNC3=O)c(C(=O)N3CCOCC3)nc12,-6
COc1ccccc1OCc1ccc(C(=O)NC(C)CCC(C)C)o1 (centres undefined),-12
CCCNC(=O)C1(C)CCCN(Cc2ccccc2N(C)C)C1 (centres undefined),-7
CCOC(=O)N1CCN(C(=O)C2CCC(=O)N2C(C)C)CC1 (centres undefined),-3
O=C1C(=O)N(CN2CCN(C(=O)C3CC3)CC2)c2cc(F)ccc21,0
CN(CC1(CO)CCC1)c1nccc(C2CCCC2)n1,-8
CCC(C(=O)N(Cc1ccco1)Cc1cc(N)ccc1N(C)C)c1ccccc1 (centres undefined),-2
Cn1cc(CN2CCC(c3nc4ccccc4[nH]3)CC2)c(-c2ccc3c(c2)OCCO3)n1,-6
Cc1nc(N2CCC(N3CCCC3)CC2)c2cnn(C(C)(C)C)c2n1,-3
COc1ccccc1Nc1nnc(SCC(=O)c2ccc(O)c(O)c2)s1,-1
Cc1ccc2c(CC(=O)NC3CCN(C(C)C)CC3)coc2c1C,-9
COc1cccc(CNC(=O)CCC2CCCN(C(=O)c3ccc(CSC)o3)C2)c1 (centres undefined),-3
COC(=O)C(F)CN1CCCC(C(=O)N2CCC(C)CC2)C1 (centres undefined),-2
CC1=CC[C@@H]2CN(Cc3ccc(CN(C)S(C)(=O)=O)o3)C[C@@H]2C1,5

# Sorted by heavy-atom count (rising): some entries from above.
SMILES,mcGAS RapidFire
Cc1noc(C)c1CSc1nnc(C)c(=O)[nH]1,12
CCOc1cccc(OCCCOc2ccc(Cl)cc2C)c1,-3
O=C1C(=O)N(CN2CCN(C(=O)C3CC3)CC2)c2cc(F)ccc21,0
Cc1cccn2c(CN[C@H]3CCCCNC3=O)c(C(=O)N3CCOCC3)nc12,-6
CN(Cc1ncc[nH]1)C(=O)c1coc(CN2CCN(c3ccccc3F)CC2)n1,-12
Cc1ccc2nc(-c3ccc(N4C(=Nc5nc(C)cc(C)n5)NC(=O)CC4C(=O)O)cc3)sc2c1 (centres undefined),-5

# Next section.
SMILES,mcGAS RapidFire
COCCCNC(=O)[C@@H](C)N1Cc2ccc(Nc3cc(C)nn3C)nc2C1=O,7
COc1ccc(CCN2CC(N)CC2=O)cc1 (centres undefined),-39
COCCn1cc(NC(=O)Nc2ccc(N(C)C)cc2)c2ccccc21,-5
COc1ccc(-n2cnnc2CCN)cc1,-2
Cc1ccc(C(=O)CSc2nnc(-c3cccs3)n2C2CC2)s1,1
CCC(CCNC(=O)C12CC3CC(CC(C3)C1)C2)NC(=O)C12CC3CC(CC(C3)C1)C2 (centres undefined),0
O=C(CCN1C(=O)COc2ccccc21)NCCSCc1ccccc1,-5
C=CCNC(=S)N=C1N=C2C=CC(Br)=CN2Cc2ccccc21,-8
COc1ccccc1NC(=O)Cn1nc(C2CC2)c2cnn(-c3ccc(C)cc3C)c2c1=O,-7
Cc1ccc(C(N)=NCCc2csc(-c3ccc(C)cc3)n2)cc1,-10
NC(=O)c1nc(-c2cccnc2)nc2c1[nH]c(=O)n2-c1ccc(Cl)c(Cl)c1,-5
CC(=O)c1cccc(NC(=O)c2sc3nc4c(c(-c5cccnc5)c3c2N)CCCC4)c1,-4
CC(C)(C)c1ccc(CCCN)cc1,-1
CC(=O)Nc1cccc(-c2nc3ncccn3c2C)c1,9
O=C(Nc1cccc(-c2cnco2)c1)c1ccc(OC(F)(F)F)cc1,-13
CN1CCN(C(=O)N2CCCC(Cn3cc(C(=O)O)nn3)C2)CC1 (centres undefined),-1
Fc1ccc(OCc2nnc3sc(C4CC4)nn23)cc1,-6
O=C(C1CCN(Cn2c(=S)oc3cc(Cl)ccc32)CC1)N1CCCC1,9
COc1ccccc1NC(=O)CC(NCCCO)C(=O)O (centres undefined),-3
Cc1ccc2c(CC(N)=O)c(Br)oc2c1,-4
Nc1ccc(C(=O)N2CC[C@@H](c3ccc4c(c3)OCO4)[C@H](O)C2)cn1,-19
COc1ccc(NC(=O)NCCCn2nc(-c3ccccc3)ccc2=O)cc1OC,8
N#Cc1ccc(CSc2nnc(-c3ccc(OC(F)F)cc3)o2)cc1,-4
COc1ccc(OC)c(C=CC(=O)Nc2nc3ccc(S(C)(=O)=O)cc3s2)c1,-3
CCOC(=O)c1cccc2c3c([nH]c12)C(C(=O)OCC)CCC3 (centres undefined),-6

# A different layout for part of the listing above:
mcGAS RapidFire | structure
-1 | CC(C)(C)c1ccc(CCCN)cc1
9 | CC(=O)Nc1cccc(-c2nc3ncccn3c2C)c1

# Additional compounds.
SMILES,mcGAS RapidFire
CN1CCN(Cc2c(-c3ccccc3)c(-c3ccccc3)c3ccccn23)CC1,-5
FC(F)(F)c1ccc(Cn2cc(Br)cn2)cc1,-2
Cc1ccc(C(C)NC(=O)c2ccccc2S(=O)(=O)C(C)C)o1 (centres undefined),-17
CC[n+]1cccc(-c2nc3ccccc3s2)c1,-1
COc1ccc(NC2CCCN(C(=O)CCc3n[nH]c(C)c3C)C2)cc1 (centres undefined),-22
COc1cccc(CC2(CO)CCCN(CCCC3CCCC3)C2)c1 (centres undefined),-10&-9
CC(OC1=CC(=O)CCC1)C(=O)c1ccccc1 (centres undefined),-11
CC(=O)Nc1ccc(C(=O)N2CCCSc3ccccc32)cc1,-7
N#Cc1cc2c(nc1SCC(=O)N1CCOCC1)CCCCC2,0
CCSCCNc1nc(-c2cccnc2)nc2c1cnn2C,-13
O=C(c1ccc(Cl)c(Cl)c1)N1CCCC(OCc2cccc(C(F)(F)F)c2)C1 (centres undefined),-3
COc1ccc(F)cc1CN1CCN(c2ncccc2C(=O)O)CC1,12
C(=NN1CCN(c2ccccn2)CC1)C1=C(N2CCOCC2)C(=Cc2ccccc2)CC1,41
N#CC1(NC(=O)CN2CCCCCC2CC(O)c2ccccc2)CCCC1 (centres undefined),-1
COc1ccc(C(=O)C[n+]2ccc(N(C)C)cc2)cc1,0
O=C(/C=C/c1ccccc1)O/N=C1/CCSc2ccccc21,-11
CC(C)(C)n1ncc2c(=O)n(NC(=O)Cc3ccccc3)cnc21,-3
O=C(NCC1CCCN(Cc2ccccc2-c2ccco2)C1)c1cccs1 (centres undefined),-2
Cc1ccc(NC2CCCN(C(=O)c3ccccc3-c3ncc[nH]3)C2)cc1C (centres undefined),-3
O=C(Nc1ccc(-n2cnc3ccccc32)cc1)c1ccco1,-9
Cc1c(C(=O)N2CCNC(=O)C2c2ccc(F)cc2)oc2c(F)cccc12 (centres undefined),-10
CC(NS(=O)(=O)c1ccc(F)cc1)C(=O)NCCc1ccc(OC(F)F)cc1 (centres undefined),-11
Fc1ccc(C2=NN3C(C2)c2ccccc2OC3c2ccncc2)cc1 (centres undefined),-1
CCCN(Cc1cccnc1)C(=O)c1cccc(Oc2ncccn2)c1,-12
CSC(C)C(=O)NC(Cc1cccc(F)c1)c1cccc(F)c1 (centres undefined),-4

# A different layout for some results above:
COc1ccc(F)cc1CN1CCN(c2ncccc2C(=O)O)CC1
- mcGAS RapidFire: 12

CN(Cc1csc(-c2ccccc2)n1)Cc1nccn1C
- mcGAS RapidFire: -22

CC(C)(C)n1ncc2c(=O)n(NC(=O)Cc3ccccc3)cnc21
- mcGAS RapidFire: -3

# Later entries
SMILES,mcGAS RapidFire
Cc1ccccc1C1(O)CCN(Cc2cn[nH]c2C(=O)O)C1 (centres undefined),-2
CC1(C)C2CCC1(C)C(NC(=O)N1CCCC1c1ccncc1)C2 (centres undefined),-22
c1ccc(CNc2nc(NCCc3ccncc3)c3sccc3n2)cc1,6
CNc1nc(Nc2ccc(OC)cc2)c2nccnc2n1,20
Cc1ccc(-n2ncc(C(C)NC(=O)N3CCSCC3)c2C)cc1 (centres undefined),-6
C=CCc1cc(OC)ccc1OCC(=O)Nc1ccc2c(c1)OCO2,-1
Cc1c(C#N)c(NC(=O)CCl)n(C2CCCC2)c1C,-4
CCOc1ccc(C2=NC(=Cc3ccco3)C(=O)O2)cc1OCC,-6
CS(=O)(=O)c1ccc(N2CCN(S(=O)(=O)c3cccs3)CC2)c([N+](=O)[O-])c1,-10
NC(=O)c1csc(-c2cnc3ccccc3c2)n1,-3
Cc1cccc(NC(=NS(=O)(=O)c2ccccc2)c2ccccc2)n1,-4
Clc1cc(Cl)cc(N=Cc2ccc3c(c2)OCO3)c1,-5
C=C(C#N)C(O)c1ccc(-c2ccccc2)cc1 (centres undefined),6
Cc1cc(C(=O)Nc2nc3c(F)cc(F)cc3s2)nn1C,4
CCc1nc(CC)n(CC(=O)N(C2CCCCC2)C2CCCCC2)n1,-6
CN(Cc1cccc(C(F)(F)F)c1)C(=O)CC1C(=O)NCCN1Cc1ccccc1 (centres undefined),-8
O=C1CCCCC1Sc1nnc(Cc2cccs2)n1C1CCCCC1 (centres undefined),-7
CC(C)c1nc(CNc2ccc3oc(=O)n(C)c3c2)cs1,-2
COCC(=O)N1CCC(C(=O)Nc2cccc(-c3cccc(Cl)c3)c2)CC1,-1
Cc1ccc(NC(=O)c2nc3nc(C)cc(C(F)F)n3n2)c(C)c1,-3
Cn1cccc1C(CNC(=O)C12CC3CC(CC(C3)C1)C2)N1CCCC1 (centres undefined),-2
Cn1cnc(S(=O)(=O)NC(C)(C)CC(C)(C)C)c1Cl,-14
COc1ccc(Cl)cc1-n1c(C)c(C)n2c3c(=O)n(CCCO)c(=O)n(C)c3nc12,-9
Cc1c(Cl)cn2c(=O)cc(CN3CCN(C(=O)c4ccco4)CC3)nc2c1Cl,-3
CC(C)C(CC#N)OC(=O)CCc1nc(-c2cc(Br)cs2)no1 (centres undefined),-5

# 2 compounds drawn at random from the list so far, as already listed:
SMILES,mcGAS RapidFire
COc1ccc(Cl)cc1-n1c(C)c(C)n2c3c(=O)n(CCCO)c(=O)n(C)c3nc12,-9
Cc1ccc(NC(=O)c2nc3nc(C)cc(C(F)F)n3n2)c(C)c1,-3

# Following part:
SMILES,mcGAS RapidFire
Cc1csc(NC(=O)C2CC2)n1,-5
Nc1ncnc(NNc2c(Cl)cc(Cl)cc2Cl)c1[N+](=O)[O-],-14
CC(C)NC(=O)NC(=O)CN1CCCc2c(C(=O)NC(C)C)cccc21,-8
CS(=O)(=O)NCCSC1CCCCC1,2
Nc1nc(Nc2ccccc2)nc(N2CCCC2)c1[N+](=O)[O-],-14
Cc1cc2n(n1)CC(CNC1(c3ccc(Cl)cc3)CCC1)CN2 (centres undefined),6
CCNC(=O)NCC1CCN(Cc2nc3ccccc3n2C)C1 (centres undefined),-10
O=C(c1cc(-c2csc(N3CCCC3)n2)c[nH]1)N1CCCC1,-5
Oc1cc2c(cc1O)C(c1c(F)cccc1F)NCC2 (centres undefined),0
CC(C)(NC(=O)NCc1ccccn1)c1ccc2c(c1)OCO2,-6
CSc1ccc(-c2nccn2C2CCN(Cc3ccncc3)CC2)cc1,2
CN(C)S(=O)(=O)c1ccc2nnn(OCCOc3cccc(Cl)c3)c2c1,-4
CCC(=O)C(C)Sc1nnnn1-c1cc(OC)ccc1OC (centres undefined),7
CCOc1ccc(/C=C2N=C(/C=C\c3cccc([N+](=O)[O-])c3)OC/2=O)cc1,-2
Cc1c(C(=O)NC(c2ccccc2)c2nccn2C)oc2ccc(F)cc12 (centres undefined),11
Cc1ccc(C#N)cc1NC(=O)C1CCCCN1C(=O)C1CCCO1 (centres undefined),-6

# The list is partial. The share of hits here may be higher or lower than overall.
